T cell modulator: T cell immune modulation candidate | 2C CD8+ T cell-vesicle binding, flow cytometry; stronger effect = lower value | 0.068% of 330,000 active | calls only at 7 µM;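 active = response, share of CD8 T cells binding vesicles, and their 90th percentile fluorescence all below set limits, cut at about 80% in these data, passing the limit was not always enough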
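material = purified 2C TCR transgenic mouse naive CD8+ T cells | controls = Unloaded micro-vesicles (low), QL9 vesicles with 0.7% DMSO (high) | detection = cytometric PE anti-B7-1 and Alexa647 anti-CD8 signals after 1% paraformaldehyde fixation | incubation = binding step 1.5 h, 37 °C, antibody labelling 20 min, ice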
RSV CPE inhibition: RSV antiviral activity via CPE protection, HEp-2 cells, primary 10 µM value included (AID 2391); HEp-2 cells, RSV-induced CPE inhibition; higher % means a stronger effect; CPE inhibition, % at 10 µM; hits with a dose series show IC50 in µM; 0.13% of 310,000 active; in the data active = a potency from the dose series; inconclusive = CPE inhibition mostly from about 23% at the one dose, without a potency; inactive = the rest, 99 in 100 with CPE inhibition below about 21%; also: strong numbers were not always called active
WT yeast gro inh: growth inhibition of WT yeast, mitochondrial fusion screen; 2.1% of 190,000 active; mitochondrial fusion phenotypic screen, WT strain; inhibition, % at 10 µM; AID 1362; in the data active = inhibition above about 58%; tested in S. cerevisiae
PhoP inhibition: PhoP-dependent GFP reporter repression – Salmonella Typhimurium, primary screen (AID 1863); S. Typhimurium PhoP-regulated promoter GFP reporter, 4 h; higher % means a stronger effect; inhibition, % at 50 µM, or IC50 in µM where a hit was titrated; 0.16% of 300,000 active;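 active = inhibition over 29.93%, a cutoff 3 SD above the screen mean, later confirmed by dose response; inconclusive = inhibition over 29.93% but no dose response follow-up; inactive = inhibition at most 29.93% or unconfirmed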;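 also: 0% = low Mg2+ inducing control and 100% = high Mg2+ repressing control; strong numbers were not always called active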
SV40 large T antigen: TAg ATPase/helicase activity blockers – biochemical (AID 1903) | 0.39% of 310,000 active | SV40 large T antigen ATPase/helicase inhibition assay; higher % means a stronger effect | one-dose inhibition, % at 20 µM; IC50 in µM for titrated hits; in the data active = a potency from the dose series; inconclusive = inhibition mostly from about 32% at the one dose, without a potency; inactive = the rest, 99 in 100 with inhibition below about 32%; also: strong numbers were not always called active
West Nile antiviral: West Nile virus antiviral activity, cell-based, CPE readout (AID 1621); CPE inhibition, % at 10 µM, or IC50 in µM where a hit was titrated; 0.02% of 290,000 active; West Nile virus-infected cells, CPE inhibition; higher % means a stronger effect; in the data active = a potency from the dose series; inconclusive = CPE inhibition mostly from about 3.7% at the one dose, without a potency; inactive = the rest, 99 in 100 with CPE inhibition below about 2.2%; also: strong numbers were not always called active
b-catenin transl: modulators of beta-catenin nuclear translocation; 0.3% of 190,000 active; HeLa beta-catenin nuclear translocation, immunofluorescence imaging; nuclear translocation activity, % at 5 µM; AID 1665;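 active = nuclear translocation activity above 50% at 5 µM, with a well cell count of 50 or more; inconclusive = wells under 50 cells across six images, flagged as toxic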;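 also: per-cell ratio of nuclear to cytoplasmic median beta-catenin stain intensity; plate controls were DMSO negative control for no effect and GSK-3 inhibitor IX positive control for full effect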
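System: Human HeLa cells, endogenous beta-catenin | Compound dosing: 5 µM primary, 0.02–20 µM confirmation | Timing: 24 h compound exposure at 37°C, 5% CO2 | Measured by: Fluorescence imaging of beta-catenin antibody stain plus DAPI | Read-out basis: % activation of per-cell nuclear versus cytoplasmic median beta-catenin signal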
Myeloid diff MLP: compounds promoting myeloid differentiation; AID 624256; 1% of 360,000 active; calls only at 10 µM; ER-HoxA9 myeloid progenitors, lysozyme-GFP differentiation, flow cytometry;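 active = normalized GFP-positive differentiation at or above the plate's own cutoff, the solvent-only control mean plus 3 SD; inconclusive = no clear call, values can overlap the other calls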;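 also: cells exposed to compound for four days before flow analysis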
MgcRacGAP inhibition: MgcRacGAP GTPase-activating activity inhibitors, confirmation, biochemical, ADP Hunter fluorescence | MgcRacGAP-stimulated Rac1 GTP hydrolysis, ADP Hunter fluorescence; higher % means a stronger effect; GST-tagged Rac1 F28L mutant substrate | inhibition, % at 30 µM, or IC50 in µM where a hit was titrated | 0.6% of 340,000 active | AID 624330;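 active = first-screen hits whose inhibition reached a set limit at any dose in the follow-up dose series; inconclusive = inhibition above the set first-screen limit but never retested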;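 also: fluorescence reports GDP produced by GAP-driven GTP hydrolysis; strong numbers were not always called active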
WT yeast gro inh mutant strain: further read-out of WT yeast gro inh, marked with its call; inhibition, %; mitochondrial fusion phenotypic screen, mutant strain inhibition
b-catenin transl cell count 5 µM: recorded beside b-catenin transl, whose call it bears; cell count; measured here: cell count, cytotoxicity flag
T cell modulator vesicle-bound %: further read-out of T cell modulator, marked with its call; double positive events, %; measured here: CD8+ vesicle-bound cell fraction;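 binding gate set so that unloaded-vesicle control wells show 10% double positive cells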
Myeloid diff MLP GFP+ MAC1+ %: recorded beside Myeloid diff MLP, whose call it bears; GFP+ MAC1+ double positive, %; measured here: differentiation confirmed by MAC1 staining
* marks the source's active call; other numbers are inactive results; i = inactive; ? = inconclusive; . = no result given; + = active, no number. This is a random part of the collection; overall some 3.6% were active at least once.

compound,WT yeast gro inh mutant strain,Myeloid diff MLP,T cell modulator,West Nile antiviral,SV40 large T antigen,PhoP inhibition,b-catenin transl cell count 5 µM,Myeloid diff MLP GFP+ MAC1+ %,MgcRacGAP inhibition,b-catenin transl,WT yeast gro inh,T cell modulator vesicle-bound %,RSV CPE inhibition
O=C(Nc1ccccc1)Nc1ccc2ocnc2c1,-8,i,i,-0.1%,14%,-5%,1092,1.1,6%,-0.5,8,30,2.2%
O=c1c2c(-c3ccc([N+](=O)[O-])cc3)csc2nc2n1CCCCC2,-20,i,i,0.5%,7%,10%,1444,0.3,13%,0.2,-7,17,8.0%
Cn1c(SCC(N)=O)nnc1C1CCN(S(=O)(=O)c2ccccc2C(F)(F)F)CC1,-2,i,i,0.2%,2%,-11%,1103,0.4,11%,-1.7,4,27,-0.4%
CCOCCCNC(=O)c1ccc2c(=O)n(Cc3ccc(OC)cc3)c(=O)[nH]c2c1,-18,i,i,-1.0%,13%,8%,1151,0.7,12%,-3.9,-1,20,5.3%
O=[N+]([O-])C(/C=C(\Cl)[N+](=O)[O-])=C(N1CCCCC1)N1CCCCC1,-23,i,i,-0.6%,6%,-6%,1111,0.7,4%,-0.5,-12,64,-0.3%
Cc1ccc(NC(=O)COC(=O)CCC(=O)c2ccc(Cl)cc2)cc1S(=O)(=O)N(C)C,-18,i,i,-0.1%,-5%,24%,1084,0.7,6%,0.8,3,42,2.7%
COc1ccc(-c2cc3ccccc3oc2=O)cc1NC(=O)c1ccc([N+](=O)[O-])o1,33,?,i,1.8%,10%,-2%,1349,.,4%,3.4,39,29,6.3%
Cn1c(=O)[nH]c2ccc([N+](=O)[O-])nc21,-3,i,i,0.2%,3%,-2%,513,0.1,5%,-1.9,-9,33,5.8%

(listing goes on)
compound,WT yeast gro inh mutant strain,Myeloid diff MLP,T cell modulator,West Nile antiviral,SV40 large T antigen,PhoP inhibition,b-catenin transl cell count 5 µM,Myeloid diff MLP GFP+ MAC1+ %,MgcRacGAP inhibition,b-catenin transl,WT yeast gro inh,T cell modulator vesicle-bound %,RSV CPE inhibition
CSC1=NC(C)(C)C=C(/C=C/c2ccc(Cl)cc2)N1,9,i,i,-0.5%,1%,2%,1058,0.7,-9%,4.9,21,56,4.7%
CCCC(=O)n1nc(-c2cccnc2)nc1NCc1ccc(OC)cc1,7,i,.,-0.6%,26%,-5%,1078,0.3,8%,-2.0,-9,.,.
CC(=O)Nc1ccc(/C=C/c2nc3ccccc3[nH]c2=O)cc1,.,i,i,-0.1%,3%,-3%,.,1.6,-2%,.,.,42,2.0%
CCCCn1c(-c2csc(C(C)C)c2)n[nH]c1=S,56*,i,i,1.1%,-2%,-2%,500,0.4,17%,-1.8,65*,18,-0.8%
O=S(=O)(Nc1ccncc1)c1ccc(Cl)c(Cl)c1,.,i,i,-0.1%,4%,1%,.,0.5,7%,.,.,60,0.6%
Cc1c(NC(=O)CSc2nc3c(cnn3-c3ccccc3)c(=O)[nH]2)c(=O)n(-c2ccccc2)n1C,-12,i,i,0.6%,2%,7%,888,0.5,6%,-0.6,4,47,1.7%
COc1ccc(C)cc1N(CC(=O)Nc1ccc2c(c1)OCCO2)S(C)(=O)=O,12,i,i,-0.7%,7%,2%,1437,0.0,8%,0.3,9,28,1.5%
CN(C)C(=N)c1n[nH]nc1SCc1ccc(Cl)c(Cl)c1,-2,i,i,0.3%,5%,1%,974,0.2,5%,4.0,-4,46,1.2%

(listing goes on)
compound,WT yeast gro inh mutant strain,Myeloid diff MLP,T cell modulator,West Nile antiviral,SV40 large T antigen,PhoP inhibition,b-catenin transl cell count 5 µM,Myeloid diff MLP GFP+ MAC1+ %,MgcRacGAP inhibition,b-catenin transl,WT yeast gro inh,T cell modulator vesicle-bound %,RSV CPE inhibition
CC(O)C(O)C(O)C(O)C1NCCS1 (centres undefined),13,i,i,1.0%,18%,6%,1125,0.4,4%,1.3,-15,39,1.7%
CCCOc1ccc(N2C(=O)C3C(C(C)C)NC4(C(=O)c5ccccc5C4=O)C3C2=O)cc1 (centres undefined),8,i,i,-0.2%,12%,-13%,1091,0.5,-4%,-3.1,5,47,0.6%
CCCCc1cc(=O)oc2cc(OCC(=O)N3CCC(C(=O)O)(c4ccccc4)CC3)ccc12,.,i,i,0.4%,21%,1%,.,3.0,9%,.,.,10,1.1%
Cn1c(SCC(=O)N2CCOCC2)nnc1-c1ccncc1,.,i,i,0.5%,3%,5%,.,1.3,1%,.,.,17,1.0%
CCn1c(COc2ccc(Cl)cc2)nnc1SCC(=O)Nc1ccc2c(c1)OCCO2,-26,i,i,0.0%,-6%,10%,893,0.6,10%,-2.8,2,28,2.1%
CCN(CC)c1ccc(C=N/C(C#N)=C(\N)C#N)cc1,-5,i,i,-0.5%,5%,-10%,1386,1.9,7%,-1.3,-7,24,-0.3%
CC(=O)Nc1ccc(S(=O)(=O)NC(CSc2ccc(C(=O)O)cc2[N+](=O)[O-])C(=O)O)cc1 (centres undefined),.,i,i,-0.2%,25%,-8%,.,1.6,11%,.,.,31,0.0%
Cc1cc(C(=O)OCC(=O)N2CCCC2)c2ccccc2n1,-5,i,i,0.5%,25%,5%,.,8.6,-1%,.,-6,37,2.1%

Continuation.
compound,WT yeast gro inh mutant strain,Myeloid diff MLP,T cell modulator,West Nile antiviral,SV40 large T antigen,PhoP inhibition,b-catenin transl cell count 5 µM,Myeloid diff MLP GFP+ MAC1+ %,MgcRacGAP inhibition,b-catenin transl,WT yeast gro inh,T cell modulator vesicle-bound %,RSV CPE inhibition
Cc1cc(C)n2nc(C(=O)OCC(=O)c3ccc(F)cc3)nc2n1,.,i,i,.,20%,-10%,.,0.6,6%,.,.,57,-0.5%
COc1cccc(-n2nnc3c(=O)n(Cc4ccc(Cl)cc4)cnc32)c1,-33,i,i,-0.3%,3%,5%,1338,2.2,9%,2.9,-5,35,.
NC(=S)N/N=C/c1cc([N+](=O)[O-])ccc1OCCOc1ccccc1,-2,i,i,-0.1%,-2%,-6%,1270,1.0,7%,-5.0,-2,46,0.7%
COc1cccc(C(=O)N2CCN(c3ccccn3)CC2)c1,.,i,i,0.4%,-3%,-4%,.,0.4,0%,.,.,45,0.5%
CCCOc1ccc(-c2nnc(-c3ccco3)o2)cc1,-22,i,i,-0.7%,0%,-3%,1449,1.5,6%,-0.4,-2,37,8.9%
CCOc1cccc2cc(C(=O)Oc3ccc(OC)cc3)c(=O)oc12,.,i,i,-0.2%,15%,8%,.,0.5,52µM*,.,.,37,0.8%
O=C(CSCc1ccccc1)N1CCc2ccccc21,-3,i,i,0.0%,0%,-6%,1194,0.8,7%,-4.0,4,48,6.1%
CC(C)OC(=O)c1ccc(N)cc1,1,i,i,-0.2%,.,.,1029,0.5,6%,-2.4,20,45,-0.5%

(listing goes on)
compound,WT yeast gro inh mutant strain,Myeloid diff MLP,T cell modulator,West Nile antiviral,SV40 large T antigen,PhoP inhibition,b-catenin transl cell count 5 µM,Myeloid diff MLP GFP+ MAC1+ %,MgcRacGAP inhibition,b-catenin transl,WT yeast gro inh,T cell modulator vesicle-bound %,RSV CPE inhibition
S=C(Nc1ccc2snnc2c1)N1CCN(c2ccccn2)CC1,-9,i,i,.,-2%,32%,1211,2.2,-7%,-0.6,9,50,0.4%
COc1cccc(OC)c1C1=NC(C)(C)CO1,.,i,i,0.0%,3%,-4%,1334,0.4,4%,-0.8,.,25,1.4%
CC(=O)Nc1ccc(S(=O)(=O)NCCOc2ccc(Cl)cc2C)cc1,-1,i,i,-2.2%,6%,-10%,1002,0.7,.,1.5,21,43,4.1%
COc1ccccc1OCC(=O)Nc1ccc2c(c1)C(=O)N(CC1CCCO1)C2=O (centres undefined),10,i,i,0.0%,15%,-2%,1014,0.2,11%,-5.2,-18,36,-1.6%
Cc1cccc(OCC(=O)Nc2ccc(S(=O)(=O)Nc3cc(C)nc(C)n3)cc2)c1,0,i,i,-0.2%,5%,1%,1517,0.3,9%,-1.3,-1,43,1.0%
CCn1c(SCC(=O)Nc2ccc(Br)cn2)nnc1C1CC1,.,i,i,-0.8%,15%,0%,.,0.9,12%,.,.,22,1.7%
N#Cc1ccccc1OCC(=O)N1CCN(C(=O)c2ccco2)CC1,.,i,i,0.2%,10%,-1%,.,1.3,7%,.,.,11,1.4%
CC(=O)c1c(C)n(-c2ccc(C)cc2C)c2ccc(O)cc12,.,i,i,-0.6%,7%,-4%,.,0.5,3%,.,.,48,2.5%

Additional structures.
compound,WT yeast gro inh mutant strain,Myeloid diff MLP,T cell modulator,West Nile antiviral,SV40 large T antigen,PhoP inhibition,b-catenin transl cell count 5 µM,Myeloid diff MLP GFP+ MAC1+ %,MgcRacGAP inhibition,b-catenin transl,WT yeast gro inh,T cell modulator vesicle-bound %,RSV CPE inhibition
Cc1c(NC(=S)/C=C2\N(C)c3ccccc3C2(C)C)c(=O)n(-c2ccccc2)n1C,39,+,i,1.0%,11%,7%,1368,1.5*,9%,1.3,15,31,2.8%
O=C(COC(=O)c1ccc(Cl)nc1)Nc1cc(S(=O)(=O)N2CCCCC2)ccc1Cl,25,i,i,0.2%,5%,8%,1145,0.3,15%,-1.3,29,37,-0.9%
CCOC(=O)C1CCCN(C(=O)c2ccc3c(=O)n(CCOC)c(=S)[nH]c3c2)C1 (centres undefined),-10,i,i,-1.0%,3%,4%,1022,1.2,3%,1.7,-17,55,7.5%
COc1ccc(NC(=O)CC(c2ccc(F)cc2)c2ccc(OC)cc2)cc1 (centres undefined),-27,i,i,-0.8%,13%,4%,1061,1.0,3%,-2.8,-5,40,0.6%
COCCNC(=O)C(c1cccs1)N(C(=O)Cn1nnc2ccccc21)c1cccc(C)c1 (centres undefined),-13,i,i,-0.2%,1%,-4%,955,0.5,6%,-4.4,-11,49,3.1%
CCc1c(C)sc(NC(=O)CCc2ccc(OC)cc2)c1C(N)=O,-8,i,i,-0.1%,0%,-1%,1203,1.0,7%,-4.2,5,44,1.4%
O=C(CNC(=O)c1ccco1)OCc1ccc(Br)cc1,.,.,i,-0.3%,14%,3%,.,.,4%,.,.,54,0.9%

Screening data from PubChem.
